# Neddylation inh – blocks human cullin neddylation; TR-FRET cullin neddylation, biochemical; calls only at 25 µM; 360,000 compounds, 0.58% hits; AID 651699; in the data active means inhibition above about 36%
# CendR NRP1 mod – modulators of CendR peptide binding to human neuropilin-1. O14786. FAM-RPARPAR peptide binding to NRP-1, fluorescence polarization. inhibition, % at 25 µM. 360,000 compounds, 0.85% hits;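 active means inhibition or corrected inhibition above about 18%, plus a signal ratio from 0.5 to 1.5, limit read from the data, passing the limit was not always enough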; further: strong numbers were not always called active
# Target sequence (O14786 whole entry, looked up): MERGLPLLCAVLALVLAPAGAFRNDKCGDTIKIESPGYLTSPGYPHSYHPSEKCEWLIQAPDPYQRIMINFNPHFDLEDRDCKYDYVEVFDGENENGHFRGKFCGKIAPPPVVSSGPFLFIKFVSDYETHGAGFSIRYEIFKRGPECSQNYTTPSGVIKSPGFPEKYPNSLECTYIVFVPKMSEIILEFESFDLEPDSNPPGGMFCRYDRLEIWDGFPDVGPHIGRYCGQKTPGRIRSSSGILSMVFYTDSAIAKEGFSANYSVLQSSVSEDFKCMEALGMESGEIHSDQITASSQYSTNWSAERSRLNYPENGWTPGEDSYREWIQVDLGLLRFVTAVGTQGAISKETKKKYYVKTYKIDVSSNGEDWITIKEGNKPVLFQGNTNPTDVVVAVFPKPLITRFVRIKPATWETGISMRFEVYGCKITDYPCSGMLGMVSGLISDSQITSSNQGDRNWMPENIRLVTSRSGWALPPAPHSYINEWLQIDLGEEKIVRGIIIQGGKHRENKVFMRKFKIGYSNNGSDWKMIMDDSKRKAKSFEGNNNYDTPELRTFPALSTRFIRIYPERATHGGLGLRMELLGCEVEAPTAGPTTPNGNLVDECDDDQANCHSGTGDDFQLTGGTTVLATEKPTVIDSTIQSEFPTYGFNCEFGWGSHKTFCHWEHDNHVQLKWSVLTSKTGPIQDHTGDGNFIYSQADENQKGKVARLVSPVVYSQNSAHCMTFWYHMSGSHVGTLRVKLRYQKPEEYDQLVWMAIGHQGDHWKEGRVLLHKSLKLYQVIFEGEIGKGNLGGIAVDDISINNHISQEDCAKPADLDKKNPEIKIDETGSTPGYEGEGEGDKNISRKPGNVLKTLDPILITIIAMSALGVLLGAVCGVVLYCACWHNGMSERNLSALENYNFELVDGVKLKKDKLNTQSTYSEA
# STEP inh – blocks human striatal-enriched tyrosine phosphatase. 360,000 compounds, 0.25% hits. P54829. inhibition, % at 20 µM. AID 588621. recombinant STEP, OMFP fluorogenic substrate, fluorescence;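 active means inhibition at 20 µM, scaled per plate between control wells, above about 37%, limit read from the data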;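 further: 0% = DMSO with enzyme and substrate and 100% = substrate only without enzyme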
#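 Assay system: isolated STEP enzyme. Buffer or medium: pH 6.0 Bis-Tris with DTT and Tween 20. Also added: fluorogenic phosphatase substrate OMFP at 25 µM final. Dosing: 20 µM, 1% DMSO. Timing: 20 min reaction, room temperature, in the dark. Measured by: fluorescence intensity, excitation 480 nm, emission 540 nm. Evaluation: normalized % inhibition.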
# DNMT1 block – DNMT1 (human) enzyme inhibition. P26358. DNMT1 molecular beacon, Hinp1I cleavage, fluorescence. inhibition (reported as % activation of signal), % at 10 µM. 360,000 compounds, 0.83% hits. AID 588458; in the data active means inhibition above about 50%
# SUMO1 PPI mod – modulators of human SUMO1-mediated protein-protein interactions. P63165. inhibition, % at 20 µM. 360,000 compounds, 0.33% hits. SUMO1 binding to a labelled peptide, TR-FRET, 1 h; in the data active means inhibition above about 37%
# Scp-1 inhibitor – blocks human Scp-1 phosphatase activity. Q9GZU7. Recombinant Scp1, phosphopeptide, malachite green phosphate absorbance. inhibition, % at 20 µM. 340,000 compounds, 0.88% hits. AID 493091;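 active means inhibition above about 50% at 20 µM, limit read from the data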;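 further: plate controls were DMSO wells with enzyme for no effect and wells lacking enzyme for full effect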
# Target sequence (Q9GZU7 76-261 limits assumed): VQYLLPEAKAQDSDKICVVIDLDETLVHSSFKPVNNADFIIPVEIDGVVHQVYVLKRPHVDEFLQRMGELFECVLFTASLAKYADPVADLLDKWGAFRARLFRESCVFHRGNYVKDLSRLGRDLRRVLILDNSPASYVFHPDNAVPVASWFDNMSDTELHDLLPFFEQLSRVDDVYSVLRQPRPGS
#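 assay system = SCP-1 phosphatase catalytic domain, residues 76-261 | buffer or medium = 50 mM Tris acetate pH 5.5, 0.005% Tween-20, 10 mM MgCl2 | incubation = enzyme reaction 45 min at room temperature, colour 5 min, stabilisation 30 min | signal = Phosphate-binding colour reagent, absorbance read at 630 nm | measure = % inhibition at 20 µM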
# LMPTP block – blocks human LMPTP phosphatase | P24666 | recombinant LMPTP-A, OMFP fluorogenic substrate, fluorescence intensity | inhibition, % at 20 µM | 360,000 compounds, 0.22% hits | AID 651560;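 active means compounds that cut the enzyme signal by at least half of the control window in the single-dose screen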;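 further: plate controls were DMSO wells with enzyme plus substrate for no effect and substrate without enzyme for full effect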
#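 Test system: LMPTP-A phosphatase enzyme; input: 0.625 nM LMPTP-A final; reagent: OMFP substrate, 400 µM final; compound dosing: 20 µM single dose, 3% DMSO; incubation: 50 min dark incubation at room temperature; measured by: endpoint fluorescence intensity from OMFP dephosphorylation; measure: % inhibition relative to no-enzyme and uninhibited control wells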
# TbMetRS inhib – blocks T. brucei methionyl-tRNA synthetase activity | purified T. brucei MetRS, ATP depletion, Kinase-Glo luminescence | inhibition, % at 11.9 µM | 360,000 compounds, 0.4% hits | AID 624268;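 active means inhibition above a per-plate cutoff of the control wells' mean inhibition plus 3 SD, cut at about 5.5% in these data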;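 further: 0% = DMSO wells median and 100% = median of wells with control inhibitor compound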
#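 Measured by: Kinase-Glo luciferase luminescence reporting remaining unconsumed ATP. Material: purified T. brucei MetRS enzyme. Doses: 11.9 µM compound single dose, 0.9% DMSO. Medium: HEPES buffer containing pyrophosphatase, BSA, spermine, DTT. Times: 15 min preincubation, 2 h reaction, all 25 °C. Reagent: methionine, ATP and bulk E. coli tRNA.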
# SKN-1 block – blocks SKN-1 activity in C. elegans. C. elegans VP596 Pgst-4::GFP/RFP ratio, acrylamide-induced, 24 h. inhibition, % at 21.8 µM. 360,000 compounds, 0.49% hits;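 active means interference check ratio from 0.5 to 1.5 plus GFP to RFP signal ratio inhibition reaching or exceeding a fixed threshold, cut at about 30% in these data, passing the limit was not always enough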; further: some compounds called inactive have numbers as strong as hits
# NadD block – blocks S. aureus nicotinate mononucleotide adenylyltransferase. purified NadD enzyme, colorimetric absorbance read-out. 360,000 compounds, 0.78% hits. inhibition, % at 20 µM; in the data active means inhibition above about 26%; further: some compounds past the cut are filed as inactive
# Numbers without * were called inactive; i = inactive; . = not tested or not shown; + = active, no number.
SMILES,Neddylation inh,CendR NRP1 mod,STEP inh,DNMT1 block,SUMO1 PPI mod,Scp-1 inhibitor,LMPTP block,TbMetRS inhib,SKN-1 block,NadD block
Cc1ccc(CN2C(=O)C(C)Oc3ccccc32)cc1 (centres undefined),i,9,-2,3,-1,-11,-0.6,-0.6,10,-4
CC(=O)NCCc1nc2ccccc2n1CCCCOc1ccccc1,i,5,0,1,0,-4,0.6,-1.5,5,0
O=C(OCC(=O)N1CCCCC1)c1cc(S(=O)(=O)N2CCOCC2)c(Cl)cc1Cl,i,8,-4,0,4,-21,0.4,-0.1,-3,-4
O=C(NCc1cccc(Br)c1)C1CC(c2cc(C(F)(F)F)cc(C(F)(F)F)c2)=NO1 (centres undefined),i,16,2,11,-4,-6,-1.1,-0.3,1,1
O=C(C(NS(=O)(=O)c1cccs1)c1ccccc1)N1CCN(c2ccccc2)CC1 (centres undefined),i,-9,0,-6,3,-3,0.7,-1.2,20,10
Cc1ccc(N(CC(=O)N2CCOCC2)S(C)(=O)=O)cc1,i,10,4,5,3,-2,-1.0,-0.5,2,1
COC(=O)[C@]1(Cc2ccccc2)N[C@H](c2ccc(-c3cc(C(C)=O)cs3)cc2)[C@@H]2C(=O)N(C)C(=O)[C@@H]21,i,3,-1,2,-24,0,-1.3,-0.6,-1,-1
Cc1ccc2nc(C)cc(C(=O)NC3CCCCCC3)c2c1,i,17,-1,-1,-4,7,-0.4,-0.2,-13,3
O=C(NCCCN1CCCC1=O)c1cccc(NS(=O)(=O)c2ccccc2)c1,i,12,2,4,-3,-7,-0.5,-0.3,3,0
COc1ccc(S(=O)(=O)Cc2ccc(C(=O)NCc3cccs3)o2)cc1,i,5,-3,1,4,0,-1.3,0.1,8,-3
O=C(c1cc(-c2cccs2)on1)N1CCOCC1,i,-7,-1,-5,-2,-6,-0.5,-0.8,17,-2
Cc1onc(-c2ccccc2)c1C(=O)Nc1nnc(COc2ccc(Cl)cc2)s1,i,8,12,-7,11,-7,3.6,-0.6,15,13
CCOC(=O)Nc1nnc(-c2ccc(OC)c(OC)c2)s1,.,5,-2,2,7,-1,0.1,-0.9,-8,-2
Cc1cc(C(F)(F)F)c2c(=O)[nH]c(=O)n(Cc3ccccc3)c2n1,i,0,2,0,0,-2,-0.3,0.5,3,5
CC(C)(C)c1ccc(C(=O)NC(=S)Nn2cnnc2)cc1,i,3,-3,0,2,-27,-3.6,-0.5,-9,1
O=C(O)C(Cc1ccccc1)n1cccc1 (centres undefined),i,-2,-1,5,5,-10,2.6,-0.8,5,-3
O=C(NC1CCCCC1)C1CCN(S(=O)(=O)c2cccc3nsnc23)CC1,i,-5,-2,0,-18,-17,-1.4,-0.3,3,-1
Cc1cc2ccccc2n1CCNC(=O)C1CC1,i,6,0,-6,-23,-6,0.7,0.5,47*,6
O=S(=O)(NCc1ccccc1Cl)c1cnc[nH]1,i,-7,-7,-1,3,-4,-0.2,0.1,3,-2
CCOc1cc(C(c2c(C)[nH][nH]c2=O)c2c(C)[nH][nH]c2=O)ccc1OCc1ccc([N+](=O)[O-])cc1,i,2,-2,-26,-13,-5,1.5,0.1,22,25
COc1ccccc1N(CCC#N)C(=O)CSc1nnc2ccccn12,i,3,-2,1,2,-8,-1.2,-0.3,-8,-4
Cc1ccc(S(=O)(=O)Nc2ccc3[nH]c(=O)[nH]c3c2)c(C)c1,i,6,0,5,-2,1,0.7,-0.4,-4,-4
COC(=O)C1C(=O)C2=C(CC1C)NC(C)=C(C(=O)OCCOc1ccccc1)C2c1ccc(C)o1 (centres undefined),i,3,0,0,-7,-9,-0.1,0.2,-3,-3
CCCCN(CCCC)S(=O)(=O)c1ccc2[nH]c(=O)[nH]c2c1,i,6,2,-8,0,-2,1.2,0.7,0,-2
COc1ccc(C(=O)NCC(=O)N=Nc2c(O)n(C)c3ccccc23)cc1OC,i,10,4,-1,-30,-7,0.8,0.4,-13,0
O=C1CCC(c2ccccc2)(C2CCN(Cc3ccccc3)CC2)C(=O)N1 (centres undefined),i,-6,-4,-3,3,-1,-1.6,-1.0,7,-5
COc1cccc(C(=O)N2CCN(C(=O)c3ccc(-c4ccccc4)cc3)CC2)c1OC,i,0,0,-2,6,-5,-0.2,-0.2,-11,1
Cc1ccccc1C(=O)N1CCCC(CCC(=O)N2CCN(c3ccccn3)CC2)C1 (centres undefined),i,1,-4,2,-2,1,-0.8,-0.3,-6,-8
NC(=O)COc1ccc(=O)n(-c2ccccc2)n1,i,-3,-1,5,-5,-1,-0.1,2.2,4,8
CCc1ccc(CNC(=O)C2CCCN(c3nn4c(=O)cc(C)nc4s3)C2)cc1 (centres undefined),i,-7,-2,-2,-2,-5,-0.3,0.0,-9,3
C=CCn1c(=O)c(CCC(=O)Nc2ccc(N3CCOCC3)cc2)nc2cc(C(F)(F)F)ccc21,i,0,0,-3,-8,6,-0.5,-1.2,-20,-4
COC(=O)C1=C(CN2CCSCC2)NC(=O)NC1c1cc(C)ccc1C (centres undefined),i,-10,0,-3,0,0,-0.3,-0.3,37*,4
CC1=[N+](CC(=O)NC(C)(C)C)CCc2ccccc21,i,12,2,-8,1,-3,-2.3,-0.3,7,-8
CC(C)Oc1ccc(Cc2n[nH]c(=S)n2Cc2ccccc2)cc1Cl,i,1,-2,0,18,-14,-2.9,-0.3,3,-4
CC(NC(=O)CCC(=O)N1CCN(S(=O)(=O)c2ccc(Cl)cc2)CC1)c1ccccc1 (centres undefined),i,-9,-1,4,-3,44,0.6,-1.3,-21,1
C=CCNC(=S)NC(=O)c1ccc(C)c(Br)c1,i,3,-1,-3,3,-12,0.8,-0.2,9,-8
CCc1ccccc1N(C1=NCCCS1)S(=O)(=O)c1ccc(C(C)(C)C)cc1,i,16,4,6,0,9,2.8,-1.5,-6,9
O=C(C1CCC(=O)N(C2CC2)C1)N1CCC(Oc2ccccc2F)CC1 (centres undefined),i,7,-2,0,1,-7,-2.0,0.0,6,-2
CCc1ccc(NC(=O)NCc2ccc3c(c2)OCO3)cc1,i,-4,0,0,8,-5,-0.7,0.2,-3,-2
O=C(Cn1cnc2ccccc21)OCC(=O)N1CCCc2ccccc21,i,-5,-3,3,0,0,-1.2,0.6,14,0
O=C(N/N=C/c1cn(Cc2ccccc2)c2ccccc12)c1cc(O)cc(O)c1,+,8,12,0,10,34,1.9,-0.6,19,8
CCOC(=O)N1CCN(C(=O)C(C)c2ccc([N+](=O)[O-])cc2)CC1 (centres undefined),i,-4,-1,-3,-15,-8,-1.9,-0.6,11,-4
Cc1cc(C)cc(C(=O)NCC(=O)OCC(=O)N(C)C2CCS(=O)(=O)C2)c1 (centres undefined),i,-9,0,3,-1,-3,-2.1,-0.4,-13,-6
COc1cccc(NC(=O)CSc2nnc3cc(C)nc(N)n23)c1,i,6,-2,2,34,-8,-0.7,0.2,-11,3
C#CCOCCOCCOCCNc1nc(N2CCN(C(=O)[C@H](CCC(=O)O)n3cc([C@@H](N)CCCCN)nn3)CC2)nc(N2CCN(C(=O)[C@H](CCCCN)n3cc([C@@H](N)CC(N)=O)nn3)CC2)n1,i,-2,-4,1,-49,-11,-11,-0.2,0,2
COC(=O)c1ccccc1NC(=O)COc1ccc(S(=O)(=O)N2CCCC2)cc1C,i,-2,0,2,0,-4,3.1,-0.3,9,-6
Cn1nc(SCC(=O)O)sc1=S,i,14,-1,6,-6,0,-1.4,0.0,3,10
Cc1ccc(Oc2nc3ccccn3c(=O)c2/C=C(\C#N)C(=O)NC2CCS(=O)(=O)C2)c(C)c1 (centres undefined),.,-6,2,1,-16,-11,-0.9,0.0,3,7
O=C(NNS(=O)(=O)c1ccc(Cl)cc1Cl)c1cc2ncc(C(F)(F)F)cc2s1,i,2,0,3,4,-7,1.0,-0.3,-1,3
COc1cccc(Nc2ncccc2C(=O)NCc2ccccc2)c1,i,-66,-7,-18,2,-5,1.0,0.5,-7,-1
Oc1cccc(Nc2nc(-c3ccccc3)nc3ccccc23)c1,i,-4,-4,-11,3,4,20,-0.6,4,-3
Cc1ccc(-c2nnc(-c3cccs3)o2)cc1,i,-7,-2,5,-10,-5,0.8,-1.2,36*,-4

# A stretch taken from the entries so far:
SMILES,Neddylation inh,CendR NRP1 mod,STEP inh,DNMT1 block,SUMO1 PPI mod,Scp-1 inhibitor,LMPTP block,TbMetRS inhib,SKN-1 block,NadD block
O=C(N/N=C/c1cn(Cc2ccccc2)c2ccccc12)c1cc(O)cc(O)c1,+,8,12,0,10,34,1.9,-0.6,19,8
CCOC(=O)N1CCN(C(=O)C(C)c2ccc([N+](=O)[O-])cc2)CC1 (centres undefined),i,-4,-1,-3,-15,-8,-1.9,-0.6,11,-4
Cc1cc(C)cc(C(=O)NCC(=O)OCC(=O)N(C)C2CCS(=O)(=O)C2)c1 (centres undefined),i,-9,0,3,-1,-3,-2.1,-0.4,-13,-6
COc1cccc(NC(=O)CSc2nnc3cc(C)nc(N)n23)c1,i,6,-2,2,34,-8,-0.7,0.2,-11,3
C#CCOCCOCCOCCNc1nc(N2CCN(C(=O)[C@H](CCC(=O)O)n3cc([C@@H](N)CCCCN)nn3)CC2)nc(N2CCN(C(=O)[C@H](CCCCN)n3cc([C@@H](N)CC(N)=O)nn3)CC2)n1,i,-2,-4,1,-49,-11,-11,-0.2,0,2
COC(=O)c1ccccc1NC(=O)COc1ccc(S(=O)(=O)N2CCCC2)cc1C,i,-2,0,2,0,-4,3.1,-0.3,9,-6
Cn1nc(SCC(=O)O)sc1=S,i,14,-1,6,-6,0,-1.4,0.0,3,10
Cc1ccc(Oc2nc3ccccn3c(=O)c2/C=C(\C#N)C(=O)NC2CCS(=O)(=O)C2)c(C)c1 (centres undefined),.,-6,2,1,-16,-11,-0.9,0.0,3,7
O=C(NNS(=O)(=O)c1ccc(Cl)cc1Cl)c1cc2ncc(C(F)(F)F)cc2s1,i,2,0,3,4,-7,1.0,-0.3,-1,3
COc1cccc(Nc2ncccc2C(=O)NCc2ccccc2)c1,i,-66,-7,-18,2,-5,1.0,0.5,-7,-1
Oc1cccc(Nc2nc(-c3ccccc3)nc3ccccc23)c1,i,-4,-4,-11,3,4,20,-0.6,4,-3
Cc1ccc(-c2nnc(-c3cccs3)o2)cc1,i,-7,-2,5,-10,-5,0.8,-1.2,36*,-4

# Assay outcomes as filed in PubChem BioAssay.

# No enrichment for hits. Share with any hit: about 4.6%.
